# All columns: NCI-60 one-dose screen, growth in % after 48 h at 10 µM unless noted; 100 = growth as untreated, 0 = no growth, -100 = all killed.
# SR: SR leukemia cells. hit rate 8.7% among 73,000. AID 1794780
# HOP-92: HOP-92 NSCLC cells. hit rate 6.3% among 71,000
# A549/ATCC: A549/ATCC NSCLC; hit rate 3.7% among 81,000
# RPMI-8226: RPMI-8226 leukemia cells; hit rate 7.5% among 77,000
# CCRF-CEM: CCRF-CEM leukemia; hit rate 7% among 77,000
# HOP-62: HOP-62 NSCLC. hit rate 3.9% among 80,000. AID 1794735
# EKVX: EKVX NSCLC. hit rate 3% among 71,000. AID 1794765
# MOLT-4: MOLT-4 leukemia cells; hit rate 6.9% among 80,000; AID 1794779
# * = called active by the depositor; / = no result given; & = joins results of further samples; [ ] = remark or other dose. How the source made its calls: active means growth percent below 10; inactive means the rest.
SMILES,SR,HOP-92,A549/ATCC,RPMI-8226,CCRF-CEM,HOP-62,EKVX,MOLT-4
CCC(C)c1c(N)[nH]oc1=O (stereo not given),106.2,90.6,102.2,106.9,100.3,105.1,106.7,107.0
COc1cc(C2CC(c3ccc(Nc4ccnc5cc(Cl)ccc45)cc3)=NN2C(C)=O)cc(OC)c1OC (stereo not given),/,71.5,78.6,35.8,56.5,82.7,80.0,37.6
CCCC(=O)NC1CCCCC1,109.4,76.4,102.7,111.0,100.0,101.4,110.4,108.7
O=C(NCc1ccco1)Nc1cccc2c(NC(=O)NCc3ccco3)cccc12,69.4[100 µM],124.1[100 µM],107.9[100 µM],33.9[100 µM],44.7[100 µM],104.0[100 µM],115.6[100 µM],59.1[100 µM]
O=C(O)CNc1ncnc2nc[nH]c12,103.7,103.7,81.5,103.4,101.1,89.8,102.7,103.3
N/C(=N\OC(=O)c1ccccc1)C(Cc1ccccc1)C(=O)NOC(=O)c1ccccc1 (stereo not given),6.2*,/,-60.3*,16.4,10.0*,1.5*,59.2,35.2
Cc1ccc(OCC(O)CN2CCN(c3cccc(Cl)c3)CC2)cc1 (stereo not given),/,88.9,102.4,128.1,115.5,114.4,117.4,122.7
Nc1nc(Cl)c2ncn(Cc3ccccc3Cn3cnc4c(Cl)nc(N)nc43)c2n1,82.4,36.8,99.0,84.3,108.1,94.4,134.7,79.1
CN1C=Nc2c(ncn2C2CCC(CO)O2)C1O (stereo not given),88.6,102.3,98.0,100.2,103.2,93.8,114.8,88.2
O=C(NCc1ccc(Cl)cc1)c1ncoc1-c1ccc2c(c1)OCCO2,96.6,108.8,96.4,99.6,95.7,107.1,113.4,100.3
C=C1CCC2C(C)(CO)C(O)CCC2(C)C1CC(NCc1cccc(Cl)c1)C1=CCOC1=O (stereo not given),98.0,88.7,93.7,/,100.4,105.4,90.3,96.3
COc1ccc(-c2c3c(nc4ncnc(N)c24)C(C)CCC3)cc1 (stereo not given),82.6,79.6,91.3,75.1,77.0,101.9,89.5,85.7
CC(=O)CC(=O)OC1CCCCC1C (stereo not given),85.4,77.8,98.0,93.2,101.6,/,95.9,92.9
Cc1ccc(C2CC(n3nnnc3-c3ccccc3)=NN2)cc1 (stereo not given),/,94.0,100.5,99.1,95.2,101.5,100.1,96.2
Cc1onc(C(=O)NNC(=O)Nc2ccc(Cl)cc2)c1C(=O)N1CCN(C(c2ccccc2)c2ccccc2)CC1,83.0,95.9,93.2,91.3,112.1,107.7,92.9,66.6

# Eleven entries already listed, sorted by count of non-hydrogen atoms, high to low:
SMILES,SR,HOP-92,A549/ATCC,RPMI-8226,CCRF-CEM,HOP-62,EKVX,MOLT-4
Cc1onc(C(=O)NNC(=O)Nc2ccc(Cl)cc2)c1C(=O)N1CCN(C(c2ccccc2)c2ccccc2)CC1,83.0,95.9,93.2,91.3,112.1,107.7,92.9,66.6
C=C1CCC2C(C)(CO)C(O)CCC2(C)C1CC(NCc1cccc(Cl)c1)C1=CCOC1=O (stereo not given),98.0,88.7,93.7,/,100.4,105.4,90.3,96.3
N/C(=N\OC(=O)c1ccccc1)C(Cc1ccccc1)C(=O)NOC(=O)c1ccccc1 (stereo not given),6.2*,/,-60.3*,16.4,10.0*,1.5*,59.2,35.2
Nc1nc(Cl)c2ncn(Cc3ccccc3Cn3cnc4c(Cl)nc(N)nc43)c2n1,82.4,36.8,99.0,84.3,108.1,94.4,134.7,79.1
O=C(NCc1ccc(Cl)cc1)c1ncoc1-c1ccc2c(c1)OCCO2,96.6,108.8,96.4,99.6,95.7,107.1,113.4,100.3
Cc1ccc(OCC(O)CN2CCN(c3cccc(Cl)c3)CC2)cc1 (stereo not given),/,88.9,102.4,128.1,115.5,114.4,117.4,122.7
COc1ccc(-c2c3c(nc4ncnc(N)c24)C(C)CCC3)cc1 (stereo not given),82.6,79.6,91.3,75.1,77.0,101.9,89.5,85.7
Cc1ccc(C2CC(n3nnnc3-c3ccccc3)=NN2)cc1 (stereo not given),/,94.0,100.5,99.1,95.2,101.5,100.1,96.2
O=C(O)CNc1ncnc2nc[nH]c12,103.7,103.7,81.5,103.4,101.1,89.8,102.7,103.3
CCCC(=O)NC1CCCCC1,109.4,76.4,102.7,111.0,100.0,101.4,110.4,108.7
CCC(C)c1c(N)[nH]oc1=O (stereo not given),106.2,90.6,102.2,106.9,100.3,105.1,106.7,107.0

# The list continues:
SMILES,SR,HOP-92,A549/ATCC,RPMI-8226,CCRF-CEM,HOP-62,EKVX,MOLT-4
CCOc1cc(Br)c(C(C)NC(=O)c2cccc(OC)c2)cc1OCC (stereo not given),3.3*,8.9*,76.6,36.3,53.7,87.3,/,49.3
O=C1S/C(=C\c2ccc(F)cc2)C(=O)N1Cc1cc2ccccc2nc1Cl,107.5,91.8,114.2,107.2,104.7,122.4,110.9,130.2
c1ccc(Nc2nnc3c4[nH]cnc4ncn23)cc1,67.7,65.0,103.1,96.2,93.4,91.6,/,36.1
COc1ccc(-c2cc(-c3ccc(C)cc3)nc(NC(=O)c3ccncc3)n2)cc1,130.9,44.3,95.0,88.2,92.7,96.7,80.5,90.1
CC1CCCC1C(=O)O (stereo not given),105.7,104.6,71.3,112.0,110.6,76.2,97.6,93.7
COc1cc(/C=C/C(=O)c2ccc(S(=O)(=O)NCCNc3nc(N(C)C)nc(N4CCOCC4)n3)cc2)cc(OC)c1OC,-28.2*,50.1,26.5,-14.5*,-27.9*,-19.1*,36.3,-40.2*
O=C(O)c1ccc(N/C=C/C(=O)c2cc3cc(Br)ccc3oc2=O)cc1,92.9,99.1,92.3,108.3,107.6,92.5,99.5,98.9
Cc1nn(-c2cccc(Cl)c2)c(C)c1N=Nc1ccc(Br)cc1,92.7,/,66.1,95.4,97.3,86.9,87.5,98.9
CC(=O)c1cccc(NC(=O)CCC(=O)NS(=O)(=O)c2ccc(C)cc2)c1,99.3,/,100.4,99.8,99.0,98.6,99.5,107.2
C=CC[n+]1c(/C=C/C=C2\N(C)c3ccccc3C2(C)C)sc2ccc(OC)cc21,11.7,-4.4*,16.6,1.3*,21.5,14.4,10.9,10.2
CCCCOC(=O)c1ccc(Nc2cc(C)nc3ccc(OC)cc23)cc1,84.0,80.9,88.4,73.5,92.1,89.1,/,88.8
COc1cc(C2CC(=O)Nc3c2c(C)nn3-c2nc3ccccc3n2C)cc(OC)c1O (stereo not given),116.8,105.2,109.3,121.8,105.8,99.9,87.0,53.0
Cc1ccc(Nc2nc(N)nc(N)c2N=O)cc1,96.1,84.6,101.2,102.8,100.8,86.7,84.6,92.6
Nc1nc2c(N=Nc3ccccc3)c(N)nn2c(-c2ccc(Cl)cc2)c1-c1nc2ccccc2s1,111.8,105.5,110.2,107.9,95.8,102.5,99.8,105.2
Cc1nc2sccn2c(=O)c1CCN1CCC(=C(c2ccc(F)cc2)c2ccc(F)cc2)CC1,/,/,90.6,89.6,101.1,104.6,83.1,70.5
COC(=O)C12C3C(=O)N(c4ccc(Cl)cc4)C(=O)C3C(c3cn(-c4ccccc4)nc3C)N1[C@H](c1cn(-c3ccccc3)nc1C)[C@@H]1C(=O)N(c3ccc(Cl)cc3)C(=O)[C@@H]12 (stereo not given in full),82.9,93.6,81.9,88.5,96.1,108.3,/,71.8
Cc1ccc2[nH]c(=O)cc(N/N=C/c3ccccc3)c2c1,/,69.9,85.2,80.0,87.4,89.2,75.3,77.2
N#Cc1ccccc1-c1ccc(CN2C(=O)S/C(=C\c3ccc(F)cc3)C2=O)cc1,95.8,94.7,94.3,98.9,98.2,99.4,97.9,98.5
Cc1cc(N)ccc1Cc1ccc(N)cc1C,84.4,94.4,86.5,85.5,79.3,87.7,108.7,83.1
COc1nc(N)nc2n[nH]nc12,70.0,88.9,86.6,88.4,61.2,87.0,92.3,74.8
C=C(C)[C@@H]1CC[C@]2(C)[C@H](CC=C3[C@@H]4CC(C)(C)CC[C@]4(C(=O)N4CCOCC4)CC[C@]32C)[C@@]1(C)CCCN,/,-77.1*,-84.1*,-51.2*,-57.2*,-90.6*,-84.1*,/
CN(C1CC1)S(=O)(=O)c1ccc(-c2cnc(N)c(-c3ccc4c(c3)CCNC4=O)n2)cc1,72.3,144.5,61.8,67.4,31.3,133.2,119.0,42.0
O=C(Cn1cc(CN2C(=O)c3ccccc3S2(=O)=O)nn1)Nc1cccc2ccccc12,/,91.0,105.6,104.9,95.0,102.9,109.6,97.0
CC(C)=CCC/C(C)=C/CN1C(=O)CN(C)C1=O,94.5,/,92.4,107.0,98.6,99.0,90.6,91.3
O=C(CN1C(=O)/C(=C/c2ccco2)SC1=S)NCCc1c[nH]c2ccccc12,99.8,81.5,97.3,101.0,101.3,94.4,84.9,91.2
O=Nc1ccc(O)cc1,74.3&79.4,100.9&90.4,93.9&99.0,103.3&97.6,56.1&75.4,97.3&100.7,105.0&91.6,89.2&82.5
CCCOc1ccc(/C=N/Nc2cc(C)nc3ccc(Br)cc23)cc1,-1.3*,67.9,94.6,58.9,28.3,92.7,81.7,73.9
CCOC(=O)c1c(CNCC(C)O)nc2ccc(Cl)cc2c1-c1ccccc1 (stereo not given),83.5,80.4,105.8,148.6,/,92.8,86.7,98.2
O=C(CSc1nc2ccccc2c(=O)n1CCc1ccccc1)Nc1ccc(F)cc1,/,/,77.6,/,/,92.6,76.1,74.8
CCOCc1nc2nc(Cl)c(Cl)nc2[nH]1,107.5,/,96.1,96.1,92.4,93.4,85.2,103.9
c1ccc2c(c1)nc(CN1CCOCC1)n1cc(N3CCCC3)nc21,87.0,-2.1*,87.5,62.6,/,87.5,87.2,99.0
Cn1cc(-c2nc(N)nnc2-c2c[nH]c3ccc(F)cc23)c2cc(Br)cnc21,3.9*,-6.3*,11.1,-6.8*,5.1*,20.1,26.2,-0.1*
COc1cccc2cc(-c3cc4ccccc4[nH]3)c(=NC(=O)c3ccc(Cl)cc3)oc12,62.7,-0.5*,65.5,76.1,/,57.7,77.9,61.5
CCCCCCN1C(=O)C2=C(c3ccc(Cl)cc3)Nc3c(c(C)nn3-c3ccccc3)C2c2ccccc21 (stereo not given),76.3,/,85.2,81.2,85.8,96.8,/,73.4
CC1(C)CC(=O)NC(=O)C1,109.2,/,92.0,/,/,105.3,94.0,105.9
CC(=O)OC1C=CN(C(C)=O)C(SC(C)(C)C)C1(C)O (stereo not given),95.6,87.7,96.9,101.3,98.8,104.7,/,100.0
c1ccc2sc(SCN3CCOCC3)nc2c1,96.5,91.9,106.7,102.1,95.3,87.5,113.8,89.3
N/C(=N\S(=O)(=O)c1ccc2ccccc2c1)Nc1nc2ccccc2[nH]1,/,57.2,74.9,78.7,75.7,70.5,93.0,65.8
O=c1[nH]c2c(c(=O)[nH]1)OCN(Cc1ccccc1)C2,108.3,103.0,103.6,100.0,87.9,99.5,101.1,108.3
COc1ccc(N)c2c1C(=O)c1ccccc1C2=O,/,84.1,96.7,88.9,89.9,110.6,105.8,67.0
Cc1cc(-c2ccccc2)cc(=O)[nH]1,90.5,108.1,103.8,/,99.8,/,100.7,87.0
CC(=O)O[C@H]1C[C@@]2(C)[C@@H](C[C@@H](O)[C@H]3[C@@]4(C)CC[C@H](NCc5ccccc5)[C@@H](C)[C@@H]4CC[C@@]32C)/C1=C(\CCC=C(C)C)C(=O)O,44.9,49.6,68.1,59.1,82.4,81.9,65.7,67.7
CSc1nc2nc(Cl)c(Cl)nc2[nH]1,82.0,68.8,98.7,96.1,94.7,99.6,99.3,92.4
Cc1ccc2nc(/C(C#N)=C(/CCCO)NC(Cc3ccccc3)C(=O)OCc3ccccc3)[nH]c(=O)c2c1 (stereo not given),92.3,107.6,114.0,114.5,164.3,88.2,95.6,112.2
O=C(/C(Cl)=N/O)c1ccccc1,108.1,123.8,88.3,119.9,127.6,88.7,93.9,/
COc1ccc(COC(=O)Sc2nc(C)cc(C)n2)cc1,91.7,100.7,99.4,99.0,101.6,104.1,113.3,98.6
Cc1ccc(Nc2nnc(-c3cc(F)c(F)c(F)c3)o2)cc1,/,83.1,103.2,88.0,85.3,98.2,93.0,80.5
Cn1cc(-c2ccc(F)c(C(F)(F)F)c2)nc1C1CCN(c2ncnc3[nH]ncc23)CC1,55.4,65.3,50.4,82.3,72.4,52.1,88.0,65.5
S=C(S)N(Cc1ccccc1)Cc1ccccc1 (tested in a mixture with another compound),35.6,69.6,35.6,44.4,31.1,44.9,42.3,26.0
O=C(Cn1c(-c2cc3ccccc3oc2=O)nc2ccc(F)cc21)Nc1nc2ccccc2s1,74.1,/,94.5,90.3,91.0,86.3,86.6,/
Cc1ccc2nc3[nH]c(=O)sc3cc2c1,93.3,/,103.5,102.8,108.2,102.5,74.2,97.6
O=C1NC(=S)NC(=O)C1CC(=O)n1c(-c2ccccc2)nc2ccccc21,/,108.5,97.7,107.7,109.9,79.9,82.4,99.9
CN1CCc2c(sc3ncnc(N/N=C/c4ccc(F)cc4)c23)C1,105.8,74.3,109.1,97.5,112.3,101.2,92.3,94.7
c1ccc2[nH]c(CCCCCc3nc4ccccc4[nH]3)nc2c1,/,72.2,97.9,100.5,/,95.8,/,116.9
COc1ccc(-c2nc(NC(=O)c3ccc(OC)c(OC)c3)n[nH]2)cc1,92.5,93.5,87.6,99.8,88.8,85.6,98.3,90.9
CCOC(=O)c1cc(C(=O)c2cc(OC)cc(OC)c2)n2c1ccc1c3cccnc3ccc12,74.7,84.3,97.3,107.9,98.9,92.9,104.6,77.1
CSCCC(NC=O)C(=O)O (stereo not given),100.5,91.8,92.0,100.0,102.1,105.5,/,106.0

# Source: PubChem BioAssay
